SENP6 inh: blocks the human protease SENP6. Q9GZR1. Recombinant SENP6 catalytic domain, aminoluciferin luminescence. inhibition, % at 10 µM. 330,000 compounds, 1.8% hits. AID 2599;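 active = inhibition above about 50% at the single tested dose, limit read from the data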;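 also: plate controls were DMSO wells with enzyme for no effect and DMSO wells lacking enzyme for full effect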
Target sequence (Q9GZR1 628-1112 limits assumed): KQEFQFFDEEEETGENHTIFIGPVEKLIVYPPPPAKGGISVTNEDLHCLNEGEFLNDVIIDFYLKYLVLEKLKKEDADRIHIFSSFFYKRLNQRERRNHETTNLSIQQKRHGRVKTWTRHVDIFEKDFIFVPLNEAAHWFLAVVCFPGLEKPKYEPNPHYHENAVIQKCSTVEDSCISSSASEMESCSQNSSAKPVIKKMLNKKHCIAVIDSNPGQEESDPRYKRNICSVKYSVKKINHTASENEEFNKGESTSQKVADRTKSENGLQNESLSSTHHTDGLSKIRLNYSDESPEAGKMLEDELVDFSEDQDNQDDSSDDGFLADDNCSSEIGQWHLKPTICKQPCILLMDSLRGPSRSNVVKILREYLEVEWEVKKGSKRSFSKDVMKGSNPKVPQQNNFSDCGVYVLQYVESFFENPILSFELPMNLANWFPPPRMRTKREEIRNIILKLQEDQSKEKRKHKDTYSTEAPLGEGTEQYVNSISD
SENP7 block: inhibitors of human SENP7 protease | Q9BQF6 | inhibition, % at 5 µM | recombinant SENP7, Z-RLRGG-aminoluciferin luminescence, 40 min | AID 434973 | 330,000 compounds, 1.5% hits;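 active = inhibition above about 50% at the single test dose, limit read from the data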;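 also: plate controls were DMSO with enzyme for no effect and no enzyme buffer wells for full effect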
SENP8 block: inhibitors of human SENP8 protease. Q96LD8. recombinant SENP8, Nedd8 substrate fluorescence. inhibition, % at 20 µM. 360,000 compounds, 0.64% hits; in the data active = inhibition mostly above about 40%, no sharp cut-off; inactive = mostly below about 27%
Target sequence (Q96LD8 whole entry, looked up): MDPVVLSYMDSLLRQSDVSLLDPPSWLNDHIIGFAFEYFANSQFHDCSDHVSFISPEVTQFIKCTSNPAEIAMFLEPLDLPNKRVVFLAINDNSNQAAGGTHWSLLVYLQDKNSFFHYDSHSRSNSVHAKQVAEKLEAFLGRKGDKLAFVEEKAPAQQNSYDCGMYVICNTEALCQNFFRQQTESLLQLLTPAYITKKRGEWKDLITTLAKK
PfG6PD inh: PfG6PD (Plasmodium falciparum) enzyme inhibition | inhibition, % at 20 µM | 350,000 compounds, 0.78% hits | PfGluPho enzyme, NADPH resazurin-diaphorase fluorescence | AID 504690;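 active = inhibition reaching at least a set limit at 20 µM in the primary screen, cut at about 59% in these data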;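 also: 0% = DMSO wells with substrate and 100% = DMSO wells lacking glucose-6-phosphate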
HKDC1 inh: blocks human hexokinase HKDC1 activity | recombinant HKDC1, G6PDH/diaphorase resazurin coupled fluorescence | inhibition, % at 20 µM | Q2TB90 | 340,000 compounds, 0.16% hits;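 active = inhibition above about 35% when tested at 20 µM, limit read from the data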;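 also: plate controls were DMSO wells with enzyme for no effect and DMSO wells lacking enzyme for full effect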
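Incubation: 90 min at room temperature in dark / Material: recombinant HKDC1 (HK5) hexokinase enzyme, produced in-house / Quantity: enzyme 5 µg/mL final / Compound: one dose of 20 µM, 1% DMSO / Reagent: glucose and ATP substrates / Buffer or medium: Tris pH 8.0 buffer with MgCl2, Tween-20, BSA, BME / Technique: resorufin fluorescence at 613 nm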
ATG4B inhibitor: ATG4B (human) cysteine protease inhibition | 340,000 compounds, 0.51% hits | ATG4B cleavage of LC3-PLA2, NBD-HPC fluorescence, 1 h | inhibition, % at 8.33 µM | Q9Y4P1; in the data active = inhibition above about 40%
Target sequence (Q9Y4P1 whole entry, looked up): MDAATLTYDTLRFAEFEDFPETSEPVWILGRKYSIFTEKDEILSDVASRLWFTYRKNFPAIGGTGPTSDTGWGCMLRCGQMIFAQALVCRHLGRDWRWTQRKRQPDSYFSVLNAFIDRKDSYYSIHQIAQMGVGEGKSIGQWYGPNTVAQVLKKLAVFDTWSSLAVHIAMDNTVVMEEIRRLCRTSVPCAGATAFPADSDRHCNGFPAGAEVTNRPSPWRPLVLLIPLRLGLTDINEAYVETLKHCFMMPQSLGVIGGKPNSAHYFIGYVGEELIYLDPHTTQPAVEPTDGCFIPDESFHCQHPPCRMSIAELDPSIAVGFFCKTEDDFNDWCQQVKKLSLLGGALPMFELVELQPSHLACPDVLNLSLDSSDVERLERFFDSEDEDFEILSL
MPTP inh: permeability transition pore inhibition; isolated mouse mitochondria, Ca2+ swelling absorbance, 30 min; inhibition, % at 10 µM; 360,000 compounds, 1.4% hits;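 active = inhibition of 50% or more, scaled per plate between neutral and stimulator controls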;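 also: 0% = DMSO wells given calcium and 100% = 1 mM EGTA wells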
NR3A LBD binder: NR3A (human) ligand-binding domain modulation. AID 1259313. 340,000 compounds, 2.5% hits. Tm shift relative to glycine control, % at 25 µM. NR3A LBD differential scanning fluorimetry, Tm shift; 0% = protein alone, 100% = glycine-bound protein;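 active = melting temperature shift of at least 10% of the positive control shift, at one fixed dose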
Starred values were filed as active, the others as inactive; i = inactive; / = no result given. Rows were taken by chance; any-hit rate near 6.9%.

SMILES	SENP6 inh	SENP7 block	SENP8 block	PfG6PD inh	HKDC1 inh	ATG4B inhibitor	MPTP inh	NR3A LBD binder
COc1ccc(/C=C(/C#N)C(=O)Nc2ccccc2C)cc1C(=O)O	-4	-3	3	-7	10	2	0.8	1
O=C(Nc1nccs1)C1CC2CCC1C2 (stereo not drawn)	-5	-8	13	5	0	-5	-2.5	0
Cc1nc(SCC(=O)N(CC(C)C)C2CCS(=O)(=O)C2)c(C#N)c(C)c1C (stereo not drawn)	-2	5	-1	6	-2	-18	-0.9	2
CCOC(=O)C1CCN(C(=O)c2n[nH]c(=O)c3ccccc23)CC1	-15	-2	22	-19	-6	5	-1.3	3
CCOc1ccc2[nH]c3nc(SCC(=O)OC(C)C)nnc3c2c1	4	-3	5	-11	-8	1	0.1	-1
COc1ccc(CN2C(=O)c3ccccc3C2OC)cc1 (stereo not drawn)	-9	-17	14	-5	-7	4	-0.7	2
FC(F)(F)c1cccc(Nc2nc(N3CCCC3)nc(N3CCCC3)n2)c1	-14	-8	11	25	-6	-10	3.1	-7
COc1ccc(C(=O)NNC(=O)CN2CCN(c3nc(-c4ccccc4)cs3)CC2)cc1	-13	9	25	21	-5	-7	1.6	-2
Cc1nc(SCc2ccc(C#N)cc2)n[nH]1	-7	-12	18	3	-4	11	0.5	-2
CSc1c(CC(=O)Nc2ccc(F)cc2)n(Cc2ccccc2)c2ccccc12	-2	5	3	0	-6	3	81*	-2
COc1ccc2sc(-c3ccc(N(C)C)cc3)c(C#Cc3cncn3C)c2c1	13	9	i	21	3	-18	0.8	-13
O=C(CCc1nc2ccccc2c(=O)[nH]1)N1CCN(C/C=C/c2ccccc2)CC1	14	-5	4	9	3	-12	68*	-4
CC1(C)CC(NC(=O)CCc2ccccc2)CC(C)(C)N1	16	4	37	4	-6	-3	-0.3	0
CC1Sc2ccc(S(=O)(=O)CCC(=O)N3CCN(c4ccccc4)CC3)cc2NC1=O (stereo not drawn)	3	-3	6	-2	-1	-14	-2.9	-3
CCOc1cc(C=O)ccc1OCCSc1ccc(Cl)cc1	-17	-4	7	16	-1	8	2.1	-34
O=c1c2cnn(-c3ccccc3)c2ncn1Cc1ccco1	6	1	9	13	-4	-9	-0.4	-7
Cc1ccc(S(=O)(=O)n2c(=O)oc3ccccc32)cc1	-24	0	11	9	-1	-1	0.1	0
CCCC12CN3CC(C)(CN(C1)C31C(=O)Nc3ccc(C)cc31)C2=O (stereo not drawn)	-6	-1	15	-19	-6	-3	-1.2	0
CCCOc1ccc(CNC(=S)N/N=C/c2ccc([N+](=O)[O-])cc2)cc1	-3	-4	38	-14	-6	-2	12	11*
CC1(C)CC[C@]2(C(=O)O)CC[C@]3(C)C(=CCC4[C@@]5(C)CC[C@H](O)C(C)(C)C5[C@H](O)C[C@]43C)[C@@H]2C1 (stereo partly drawn)	6	-7	/	-24	3	1	/	-2

Five of these compounds in a different format:
| canonical_smiles | SENP6 inh | SENP7 block | SENP8 block | PfG6PD inh | HKDC1 inh | ATG4B inhibitor | MPTP inh | NR3A LBD binder |
| --- | --- | --- | --- | --- | --- | --- | --- | --- |
| COc1ccc(CN2C(=O)c3ccccc3C2OC)cc1 (stereo not drawn) | -9 | -17 | 14 | -5 | -7 | 4 | -0.7 | 2 |
| FC(F)(F)c1cccc(Nc2nc(N3CCCC3)nc(N3CCCC3)n2)c1 | -14 | -8 | 11 | 25 | -6 | -10 | 3.1 | -7 |
| COc1ccc(C(=O)NNC(=O)CN2CCN(c3nc(-c4ccccc4)cs3)CC2)cc1 | -13 | 9 | 25 | 21 | -5 | -7 | 1.6 | -2 |
| Cc1nc(SCc2ccc(C#N)cc2)n[nH]1 | -7 | -12 | 18 | 3 | -4 | 11 | 0.5 | -2 |
| CSc1c(CC(=O)Nc2ccc(F)cc2)n(Cc2ccccc2)c2ccccc12 | -2 | 5 | 3 | 0 | -6 | 3 | 81* | -2 |

(cont.)
SMILES	SENP6 inh	SENP7 block	SENP8 block	PfG6PD inh	HKDC1 inh	ATG4B inhibitor	MPTP inh	NR3A LBD binder
Cc1ccn2c(=O)cc(C)nc2c1	-5	1	-192	-11	-1	1	0.2	1
COc1ccc(N2CCN(C(=N)/C(C(C)=O)=C(\C)O)CC2)cc1	7	5	-5	-5	-3	-1	0.8	1
OC1CCCC1	-2	3	10	-6	-1	4	-0.4	2
COc1ccc(NC(=O)Cn2c(=O)n(CC(=O)NCc3ccco3)c(=O)c3ccccc32)cc1OC	-10	9	8	4	-3	-15	0.1	0
O=C(N/N=C/c1cn(-c2ccccc2)nc1-c1cccs1)c1ccccc1F	-6	-3	-42	6	-9	-10	2.4	4
O=C(CSc1nnc(NC(=O)c2c(F)cccc2F)s1)NCC1CCCO1 (stereo not drawn)	-15	-2	-1	10	-4	-8	-1.9	1
Cc1cccc(NS(=O)(=O)c2ccc(C(=O)NCC(c3ccccc3)N(C)C)cc2)c1C (stereo not drawn)	10	-5	4	0	-3	7	3.1	1
CCCCn1nnnc1NCc1cc(OC)c(OC)c(OC)c1	-27	-14	4	-19	10	-2	-1.7	-1
C/C(=N\NC(=O)c1ccc(CSc2nncn2C)cc1)c1ccc(Cl)cc1	-6	5	18	13	-10	-16	1.8	-1
CC(=O)c1cnc2cc(-c3ccc(C)cc3)nn2c1C	67*	-1	-268	0	8	-5	2.1	1
COc1ccccc1-c1nnc(SCC(=O)NCc2ccco2)n1N	-8	1	4	10	-5	-3	0.3	0
O=C(COC(=O)c1cncc(Br)c1)Nc1ccc(N2CCCCC2)cc1	4	-6	25	-2	1	-7	0.4	-2
Cc1nc2ccccc2c2oc(C(=O)NCc3ccc4c(c3)OCO4)cc12	-20	5	8	6	13	-16	63*	5
Cc1ccc(CN(c2ccc(C(=O)NCC3CCCO3)cc2)S(C)(=O)=O)cc1 (stereo not drawn)	-14	-1	1	-17	6	-5	-0.5	0
Cc1cc2oc(C(=O)N(Cc3ccccc3)C3CCS(=O)(=O)C3)cc(=O)c2cc1Cl (stereo not drawn)	14	0	20	-3	-12	-20	-3.0	-1
COC(=O)C(=Cc1ccc(-c2ccsc2C(=O)OC)o1)C(=O)OC	-3	-2	-393	-9	7	-7	2.2	-1
COc1ccc(CCC(=O)Nc2nccs2)cc1OC	-10	-11	24	-1	-5	-1	-0.9	1
CC(=O)c1c(C)oc2ccc(N(C(=O)C3CCCCC3)S(=O)(=O)c3cc([N+](=O)[O-])ccc3C)cc12	-3	2	7	15	-12	2	0.7	-7
CCOc1ccc(-c2nc(CSc3nnc(N)s3)cs2)cc1	-18	-6	7	16	-5	11	0.4	-1
COC(=O)c1ccc([C@H](NC(=O)c2ccco2)[C@]2(C)C[C@H]2C2CCCCC2)cc1	0	-14	8	2	-1	1	-0.2	3
CCOC(=O)c1c(NC(=O)c2cccs2)sc2c1CCN(C(=O)OCC)C2	-2	4	-395	14	-2	-8	0.6	-1
N#CC1(NC(=O)COC(=O)CN2C(=O)c3ccccc3C2=O)CCCCC1	-10	4	4	10	-5	1	0.8	1
CC(C)(C)NC(=S)N/N=C/c1cccnc1	-8	-6	9	9	1	0	-0.5	1
CC(=O)Nc1ccc(C(=O)CSc2nnc(C)o2)cc1	-6	3	23	5	-10	1	-1.8	0
CCCCn1c(N)c(N(CCC(C)C)C(=O)COC(=O)c2ccccc2)c(=O)[nH]c1=O	-18	-9	4	0	4	-8	0.4	1
CCOC(=O)CSc1cc(C)nc(N)n1	-10	1	7	-9	-5	6	-0.9	1
COc1ccc(C2/C=C\CN(C(=O)Nc3ccccc3)CC(=O)N2Cc2ccc(F)cc2)cc1 (stereo not drawn)	-13	-4	25	-9	-5	-6	0.5	-1
CCn1c(CNC(=O)c2ccccc2)nnc1SCC(=O)N1CCN(c2ccccc2)CC1	-9	3	30	6	-1	-12	0.1	1
CCOC(=O)Nc1ccc2nc(Sc3ccc(Cl)cc3)sc2c1	-36	-11	16	12	1	26	2.3	-17
O=C(O)CCC(=O)N1CCc2c([nH]c3ccccc23)C1C(F)(F)F (stereo not drawn)	-1	-6	6	-7	-4	-7	-0.7	-1
CC(C)(C)NC(=O)Cn1c(SCC(=O)NC2CCCC2)nc2ccccc21	8	1	8	-11	-7	6	-1.1	-2
CCOC(=O)Cc1csc(NC(=O)Cc2ccccc2)n1	6	6	10	-16	-5	0	-0.2	-1
O=C(CSc1nnc(NCc2ccccc2)s1)NC1CCS(=O)(=O)C1 (stereo not drawn)	-9	-11	30	10	-6	-8	-1.2	-2
O=C(CSc1nnc(Nc2ccccc2F)s1)c1cc2ccccc2o1	-11	-7	9	19	0	-8	1.2	1
CN(C(=O)Cn1c(=O)oc2ccccc21)C1CCCCC1	-4	5	10	-7	-3	-2	-0.9	1
CCOC(=O)CCNC(=O)Nc1ccc2nc(C)n(Cc3ccccc3Cl)c(=O)c2c1	-15	0	-18	-14	-2	16	-0.1	-22
COc1cc(C2=NOC(C(=O)N3CCCCCC3)C2)cc(OC)c1OC (stereo not drawn)	1	-5	0	-5	-6	-7	-1.1	0
CC(C)(C)c1nnc(N/N=C/c2ccc(Br)cc2)n(N)c1=O	-23	-5	40	7	-9	-5	0.5	-4
COc1ccc(OCC(O)CNC(=O)Nc2ccc(F)cc2)cc1 (stereo not drawn)	-11	-9	5	-8	1	-6	4.2	-1
Cc1nn(C)cc1C(C(=O)NC1CCCCC1)N(C(=O)Cc1cccs1)c1ccc(C(C)C)cc1 (stereo not drawn)	-10	-4	4	-9	-3	-7	3.8	-2
CCOc1ccc(NC(=O)Cc2ccc(S(=O)(=O)N3CCOCC3)s2)cc1OCC	4	9	10	-12	-5	2	0.9	8
COc1cccc(-c2coc3cc4oc(=O)c(CCC(=O)O)c(C)c4cc23)c1	-12	-4	-177	-1	3	4	0.6	0
COc1ccccc1C(=O)NCCC(=O)NC1CCCCCC1	0	-26	13	19	2	3	0.8	0
N#Cc1nc(COc2ccc(Cl)cc2)oc1N1CCN(Cc2ccccc2)CC1	3	-1	28	11	5	-7	-1.9	2
CC(=O)Nc1ccc(NC(=O)COC(=O)c2ccccc2C(=O)c2ccccc2)cc1	-5	-7	12	-4	-7	-4	-0.7	0
O=C1CC(SC(=NCc2ccc3c(c2)OCO3)Nc2ccccc2)C(=O)N1c1ccccc1 (stereo not drawn)	-8	-1	5	-19	-10	-2	-6.3	3
CCN(CC)S(=O)(=O)c1cccc(C(=O)NCCCN2CCOCC2)c1	-5	5	7	-9	-5	8	-1.0	-1
COc1ccc(N2CCN(CCNC(=O)CCCn3c(=O)[nH]c4cc(Cl)ccc4c3=O)CC2)cc1	-12	-8	53*	5	-1	-4	3.1	1
O=C(C1=C[C@H](c2ccc(C(F)(F)F)cc2)C[C@H](OCc2ccc(CO)cc2)O1)N1CCN(Cc2ccccc2)CC1	10	6	10	19	-1	-1	-0.1	-14
O=C(NC1CCCC1)C1CCCN1C(=O)Nc1ccccc1Cl (stereo not drawn)	-22	-3	19	-5	-6	-14	0.4	-1
O=C(c1ccccc1-c1nc(-c2ccc(Cl)cc2)no1)N1CCCC1	-11	-17	12	8	4	-9	1.2	-2
COc1ccc(-n2c(Cc3cccn3C)nnc2SCC(=O)N2CCOCC2)cc1	-7	11	2	17	-3	1	1.0	-1
COc1ccccc1CCC(=O)NNC(=O)c1ccncc1	-18	-3	2	8	-5	2	0.7	2
Cn1c(N)c(C(=O)COC(=O)Cc2c(F)cccc2Cl)c(=O)n(C)c1=O	-4	3	12	2	3	-6	-1.3	1
CN(Cc1cccc(F)c1)C(=O)CSc1nnc(C2CC2)n1C1CC1	-14	-16	-7	-10	-6	7	-0.5	-1
CC(C)c1cc(N=O)cc(C(C)C)c1O	/	/	25	29	2	14	2.2	14*

Whole records as entered above:
`CC(=O)Nc1ccc(NC(=O)COC(=O)c2ccccc2C(=O)c2ccccc2)cc1` reads SENP6 inh = -5; SENP7 block = -7; SENP8 block = 12; PfG6PD inh = -4; HKDC1 inh = -7; ATG4B inhibitor = -4; MPTP inh = -0.7; NR3A LBD binder = 0
`COc1ccc(-n2c(Cc3cccn3C)nnc2SCC(=O)N2CCOCC2)cc1` reads SENP6 inh = -7; SENP7 block = 11; SENP8 block = 2; PfG6PD inh = 17; HKDC1 inh = -3; ATG4B inhibitor = 1; MPTP inh = 1.0; NR3A LBD binder = -1
